Bcl-W Bim block – disrupts Bim peptide binding to human Bcl-W. Q92843. bead-based flow cytometry. inhibition, % at 10 µM. 190,000 compounds, 0.02% hits;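 note: 0% = bound tracer without compound and 100% = peptide blocker; higher means less fluorescent Bim peptide bound to Bcl-W beads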
Target sequence (Q92843 whole entry, looked up): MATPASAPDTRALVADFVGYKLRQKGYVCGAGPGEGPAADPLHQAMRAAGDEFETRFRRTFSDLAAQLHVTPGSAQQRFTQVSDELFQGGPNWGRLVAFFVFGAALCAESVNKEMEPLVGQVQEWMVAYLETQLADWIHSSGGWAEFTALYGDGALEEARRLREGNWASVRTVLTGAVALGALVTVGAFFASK
RGS8-Gao reg – modulates binding of RGS8 to human Galphao; multiplexed bead flow cytometry; actives lie on both sides; response (percent of control binding), % at 10 µM; 220,000 compounds, 0.34% hits; in the data active = response below about 60% or above about 140%; inactive = in between;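 note: Galphao activated as the GDP aluminium fluoride complex binding bead-coupled RGS8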
Target sequence (P09471 whole entry, looked up): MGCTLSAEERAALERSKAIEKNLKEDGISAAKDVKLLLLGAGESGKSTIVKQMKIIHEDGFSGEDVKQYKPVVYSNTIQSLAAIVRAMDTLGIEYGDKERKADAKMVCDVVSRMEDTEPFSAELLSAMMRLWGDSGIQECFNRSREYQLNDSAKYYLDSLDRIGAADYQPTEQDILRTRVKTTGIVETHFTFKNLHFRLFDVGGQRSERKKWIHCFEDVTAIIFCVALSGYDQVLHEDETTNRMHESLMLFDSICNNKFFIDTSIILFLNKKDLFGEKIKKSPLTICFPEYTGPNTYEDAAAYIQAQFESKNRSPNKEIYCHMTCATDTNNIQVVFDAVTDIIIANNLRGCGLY
Bfl-1 Bim block – inhibitors of Bim-Bfl-1 interaction, human | Q16548 | Bead-based flow cytometry, Bim-Bfl-1 binding inhibition | inhibition, % at 10 µM | 190,000 compounds, 0.12% hits;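 note: 0% = wells without compound plus tracer and 100% = blocker peptide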
Bcl-B Bim block – inhibitors of Bim-Bcl-B interaction, human; inhibition, % at 10 µM; bead-based flow cytometry, Bim peptide-Bcl-B binding; 190,000 compounds, 0.073% hits; Q9HD36; AID 951;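 note: 0% = tracer peptide without compound and 100% = reference inhibitor peptide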
Target sequence (Q9HD36 whole entry, looked up): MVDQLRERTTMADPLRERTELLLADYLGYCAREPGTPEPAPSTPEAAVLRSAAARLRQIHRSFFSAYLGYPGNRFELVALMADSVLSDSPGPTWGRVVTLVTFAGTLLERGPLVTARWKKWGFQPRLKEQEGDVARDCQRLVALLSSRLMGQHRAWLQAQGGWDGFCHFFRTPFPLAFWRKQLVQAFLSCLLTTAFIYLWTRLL
ABCG2 inh – blocks JC-1 efflux by human ABCG2 transporter; IgMXP3 cells, flow cytometry; inhibition, % at 6.6 µM; 190,000 compounds, 0.1% hits; AID 1325;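 active = inhibition above 80%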;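 note: 0% = DMSO and 100% = nicardipine control wells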
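Measure – % inhibition of efflux relative to nicardipine and DMSO · Test system – ABCG2 IgMXP3 and barcoded ABCB1 CCRF-Adr cell mix · Control set – nicardipine as high control, DMSO as low control · Compound – one concentration, 6.6 µM final · Signal – flow cytometry of retained JC-1 fluorescence · Timing – 10 min exposure at 25 °C with rotation, no wash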
Bim-Bcl-2 – disrupts Bim peptide binding to human Bcl-2; AID 950; 190,000 compounds, 0.06% hits; P10415; inhibition, % at 10 µM; Bead-based flow cytometry, Bim peptide-Bcl-2 binding; in the data active = inhibition above about 40%; inconclusive = no clear call, values can overlap the other calls;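 note: 0% = no compound wells with probe peptide and 100% = reference peptide inhibitor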
GSH fluor – compound fluoresces at 488/530 nm on GSH beads | GSH beads flow cytometry, compound fluorescence 488/530 nm; stronger effect = higher value | fluorescence (KMESF) at 10 µM | 190,000 compounds, 0.25% hits; in the data active = fluorescence above about 89;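 note: glutathione beads carrying GST-tagged Bcl family fusion proteins plus one bare bead set; values are compound well signal with DMSO vehicle wells as background; inactives centre near 16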
Bim-Bcl-XL – human Bim-Bcl-XL interaction inhibition; Q07817; Bim peptide-Bcl-XL binding, bead flow cytometry, fluorescence; inhibition, % at 10 µM; 190,000 compounds, 0.04% hits; AID 1007
RGS4-Gao reg – modulates binding of RGS4 to human Galphao; P09471; binding response (% of control), % at 10 µM; AID 1415; Multiplexed bead flow cytometry; actives lie on both sides; 220,000 compounds, 0.33% hits; in the data active = binding response below about 49% or above about 150%; inactive = in between;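 note: fluorescent Galphao activated with aluminum fluoride binding bead-coupled RGS4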
ABCB1 inh – blocks JC-1 efflux by human ABCB1 transporter; CCRF-Adr cells, flow cytometry; inhibition, % at 6.6 µM; 190,000 compounds, 0.067% hits; in the data active = inhibition above about 40%;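 note: 0% = vehicle and 100% = reference inhibitor; higher value means more JC-1 retained so stronger ABCB1 efflux block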
RGS7-Gao – modulates binding of RGS7 to human Galphao. AID 1439. Multiplexed bead flow cytometry; actives lie on both sides. P09471. 220,000 compounds, 0.35% hits. binding response (% of control), % at 10 µM; in the data active = binding response below about 49% or above about 150%; inconclusive = no clear call, values can overlap the other calls; inactive = in between;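 note: fluorescent Galphao held in activated GDP-AlF4 state binding bead-coupled RGS7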
An asterisk follows results filed as active; u = inconclusive; x = no result given; & = joins results of further samples; [ ] = dose if it differs, or a comment. Cut-off read from the data, not from the text of the source, unless noted: active = inhibition above about 40%.

cpd	mol	Bcl-W Bim block	RGS8-Gao reg	Bfl-1 Bim block	Bcl-B Bim block	ABCG2 inh	Bim-Bcl-2	GSH fluor	Bim-Bcl-XL	RGS4-Gao reg	ABCB1 inh	RGS7-Gao
1	COC(=O)Cc1[nH]nc2c1C(c1c[nH]c3ccccc13)C(C#N)=C(N)O2 (configuration not stated)	-2	102	-11	-6	-1	-7	35	-9	100	-2.4	96
2	CC(C)CC(COCc1ccc(Cl)cc1)N1CCN(C(=O)c2ccc(Cl)cc2Cl)CCC1=O (configuration not stated)	0	97	3	-5	-4	-1	18	0	105	1.4	102
3	Cc1ccc(S(=O)(=O)N2CCC(C(=O)Nc3nnc(C4CCCC4)s3)CC2)cc1	-5	111	6	0	0	6	5	-10	104	0.1	105
4	Cc1cc(N2C(=O)C(O)=C(C(=O)c3ccc(C)o3)C2c2cccs2)no1 (configuration not stated)	-2	98	-15	-9	3	-2	30	-3	100	-0.2	100
5	CCOc1ccc(C(=O)Nc2cc(C)on2)cc1	0	101	-4	-8	1	-6	67	0	101	0.5	99
6	O=C(c1cc2nc(-c3ccccc3)cc(C(F)(F)F)n2n1)N1CCOCC1	-1	99	-18	-9	57	-14	37	-10	98	-0.2	99
7	CC(=O)Nc1nc(C)nc(C)c1C(C)=O	1	101	1	1	1	-1	16	2	101	0.1	97
8	CC1(C)CC(NC(=S)Nc2ccc([N+](=O)[O-])cc2)CC(C)(C)N1	1	100	-2	-5	28	0	10	-3	102	2.3	97
9	CC(C)C1CC(O)(C2(O)CCCCC2)ON1 (configuration not stated)	0	102	-6	-1	1	-2	75	2	94	0.3	99
10	CN(C)S(=O)(=O)c1ccc(NC(=O)c2c(F)cccc2Cl)cc1	0	100	0	1	-1	0	13	-1	102	-0.4	97
11	Cc1cccc(C(=O)NCC(=O)OCC(=O)N2CCCCC2)c1	0	101	-5	-1	-1	-1	13	-2	100	-0.2	u
12	CCc1ccc(/C=N/NC(=O)c2ccc(OC3CCCC3)cc2)s1	1	102	-18	-10	43	-7	36	-5	101	-0.9	100

cpd	mol	Bcl-W Bim block	RGS8-Gao reg	Bfl-1 Bim block	Bcl-B Bim block	ABCG2 inh	Bim-Bcl-2	GSH fluor	Bim-Bcl-XL	RGS4-Gao reg	ABCB1 inh	RGS7-Gao
13	CC(OC(=O)CCc1nc2ccccc2c(=O)[nH]1)C(=O)Nc1ncc(Cl)cc1Cl (configuration not stated)	-2	100	-2	3	0	0	19	-1	101	0.1	99
14	Cc1ccc(S(=O)(=O)N2CCN(C(=O)CSc3nc4ccccc4o3)C2)cc1	0	103	-4	0	5	0	63	0	104	1.3	100
15	O=C(/C=C/c1ccccc1)Nc1cccc(S(=O)(=O)Nc2ccccc2F)c1	-2	84	33	-42	-5	0	6	-14	100	-0.8	101
16	CCOc1ccc(NC(=O)C2CCCN(C(=O)Nc3ccccc3)C2)cc1 (configuration not stated)	0	101	-2	0	13	1	15	0	98	1.4	97
17	COc1ccc(C(NC(=O)c2c(F)c(F)c(F)c(F)c2F)c2ccccc2)cc1 (configuration not stated)	-7	101	-17	-15	4	-8	19	-13	99	0.3	98
18	CC(C(=O)N1CCOCC1)N1c2cccc3cccc(c23)S1(=O)=O (configuration not stated)	2	101	-8	-4	x	2	17	0	100	x	98
19	Cc1ccc(S(=O)(=O)NC(=O)Nc2cc(C)on2)cc1	-1	104	-4	-2	-1	-2	18	-1	102	-0.3	104
20	Cc1ccnc(SCCn2c(N3CCCCC3)nc3c2c(=O)[nH]c(=O)n3C)n1	-2	100	-9	-5	2	-7	13	-4	101	0.3	96
21	CN1CCN(CC(=O)Nc2nnc(-c3cccs3)s2)CC1	0	101	-14	-6	2	-10	13	-6	102	0.3	101
22	Cc1c(C(=O)Nc2ccccc2[N+](=O)[O-])csc1-c1ccccc1	-6	101	-7	-7	5	-7	12	-6	100	0.6	100
23	O=C(Nc1ccccc1C(=O)N1CCN(c2ccccc2)CC1)c1ccco1	-2	101	-12	-4	18	-5	35	-5	103	-0.4	101
24	CCOC(=O)Cc1csc(NC(=O)c2ccco2)n1	-7	109	-1	-4	-1	-4	5	-6	111	0.0	110

cpd	mol	Bcl-W Bim block	RGS8-Gao reg	Bfl-1 Bim block	Bcl-B Bim block	ABCG2 inh	Bim-Bcl-2	GSH fluor	Bim-Bcl-XL	RGS4-Gao reg	ABCB1 inh	RGS7-Gao
25	CC(C)C(=O)N(Cc1cc(=O)[nH]c2ccccc12)c1ccccc1	0	101	-19	-5	11	-8	20	-6	99	0.7	99
26	CCCCC(=O)Nc1nnc(SCC(=O)N2CCN(c3ccccc3OC)CC2)s1	0	99	-8	-7	5	-6	20	-11	101	2.2	100
27	O=C(c1ccccc1)N1N=C(c2ccccc2)CC1c1ccccc1O (configuration not stated)	-5	103	-6	-3	3	-5	20	-3	101	0.1	97
28	COc1ccc(N(CC(=O)O)S(=O)(=O)c2ccccc2[N+](=O)[O-])c(OC)c1	-1	100	-4	-1	-1	2	14	-6	101	-0.3	98
29	COC(=O)Cn1c(=O)c(=O)n(CC(=O)OC)c2ccccc21	-2	103	-5	-5	11	-2	15	-4	101	0.5	104
30	CCc1ccc(N2CC(C(=O)Nc3ccc(C)c(S(=O)(=O)N4CCOCC4)c3)CC2=O)cc1 (configuration not stated)	-1	145*[activator]	-10	-7	0	-9	34	-5	181*[activator]	-0.2	152*[activator]
31	Clc1ccc(CNC2CCCC2)cc1	1	102	-6	-1	3	-7	22	-1	98	0.8	95
32	COc1cc(/C=C2/C(=N)N3C=CSC3=NC2=O)ccc1OCCCOc1ccccc1C	-5	100	-2	-4	-1	-5	22	-4	101	-0.2	98
33	CC(C)NC(=O)C(=O)NCCCN1CCOCC1	3	116	-6	-1	2	-5	11	-1	105	0.4	106
34	CCOC(=O)c1ccc(S(=O)(=O)N2CCN(C(=O)c3cc(=O)c4ccccc4o3)CC2)cc1	0	98	-4	-2	9	4	13	0	99	1.0	99
35	Cn1c(NC(=O)c2ccco2)c(-c2ccccc2)c(=O)c2ccccc21	1	104	-7	-5	3	-5	33	-5	104	0.6	97
36	CCOC(=O)c1c(N)nn(C(=O)C(C)C)c1-c1ccccc1	2	101	-7	-2	2	-3	23	0	100	0.2	107

cpd	mol	Bcl-W Bim block	RGS8-Gao reg	Bfl-1 Bim block	Bcl-B Bim block	ABCG2 inh	Bim-Bcl-2	GSH fluor	Bim-Bcl-XL	RGS4-Gao reg	ABCB1 inh	RGS7-Gao
37	CCOC(=O)c1ccc(N2C(=O)CC(N3CC(C)OC(C)C3)C2=O)cc1 (configuration not stated)	-1	98	-15	-3	0	-5	27	-6	96	0.1	92
38	CCN(CC)CCN1C(=O)Cn2c(C)c(C)c3cccc1c32	0&0	105&101	-9&1	-3&1	0&0	-4&0	5&62	-3&0	103&100	0.2&0.3	101&102
39	COc1ccc(-c2cc3ccccc3n2CC(O)CN2CCOCC2)cc1 (configuration not stated)	0	98	-5	-2	4	-5	48	0	102	2.3	99
40	CN1CCc2c(c3c(n2C)CCN(C)[C@@H]3c2cccnc2)[C@H]1c1cccnc1	0&-2	100&91	-11&-6	-5&1	0&1	-6&-6	30&11	2&-4	99&82	0.4&0.3	102&99
41	CC1(C)CC(=O)c2cc(C(=O)O)c(=O)n(-c3ccccc3)c2C1	0	102	-10	-4	0	-1	4	1	105	0.2	102
42	Cc1cc(C)n(-c2ccc(F)cc2CN2CCN(C3CCCC3)C(CCO)C2)n1 (configuration not stated)	-2	104	-8	-2	0	-5	18	-5	101	0.0	100
43	Cc1nc2cc(N3CCCCC3)c(NC(=O)c3cccnc3)cc2c(=O)n1Cc1ccccc1	-5	101	-17	-5	52	-7	30	-5	99	17	98
44	COc1cccc2sc(Nc3nc(-c4cc5ccccc5oc4=O)cs3)nc12	-1	102	2	-12	-8	-9	13	x	101	-0.8	97
45	COc1ccccc1-c1nnc(SCCN2CCOCC2)n1-c1ccc(C)cc1	3	104	-12	-7	3	-8	22	-3	100	1.1	97
46	COC(=O)c1c(NC(=O)c2nn(C)cc2Cl)sc2c1CCCC2	0	100	-2	-5	12	0	26	-6	99	0.2	95
47	O=C(Nc1nncs1)c1cccc(S(=O)(=O)N2CCCCC2)c1	x	102	x	x	7	u	28	x	100	0.3	105
48	CC(C#N)(Nc1ccc(Cl)cc1)c1cccnc1 (configuration not stated)	-2	102	-11	-7	11	-5	15	-6	103	0.6	104

cpd	mol	Bcl-W Bim block	RGS8-Gao reg	Bfl-1 Bim block	Bcl-B Bim block	ABCG2 inh	Bim-Bcl-2	GSH fluor	Bim-Bcl-XL	RGS4-Gao reg	ABCB1 inh	RGS7-Gao
49	O=C(CSc1nnc(-c2cccnc2)n1Cc1ccco1)c1ccc(Cl)c(Cl)c1	-1	98	-11	-8	2	-12	34	-3	98	0.5	100
50	Cc1ccc(NC(=O)C(C)[n+]2ccccc2)cc1[N+](=O)[O-] (configuration not stated)	-1	100	2	-4	0	-1	11	-2	99	0.4	103
51	CCCn1c(SCC(=O)N2CCN(S(=O)(=O)c3ccc(Cl)cc3)CC2)n[nH]c1=O	-2	107	-1	-6	2	-3	24	-2	102	0.5	101
52	C=CCn1c(CSCc2ccccc2)nnc1SCC(=O)NCc1ccccc1	-2	101	0	0	4	0	9	-1	101	0.8	100
53	COC(=O)C(CCSC)NC(=O)CNS(=O)(=O)c1ccc(F)cc1 (configuration not stated)	0	79	1	0	0	0	13	0	87	0.1	88
54	Cc1cc(/C=N/n2c(COc3ccccc3)nc3ccccc3c2=O)c(O)c([N+](=O)[O-])c1	-3	91	-7	-4	0	-12	12	-7	88	0.0	90
55	O=C(COc1cccc(-n2cnnn2)c1)NCCC1=CCCCC1	2	103	-10	-4	5	-8	31	1	100	0.3	100
56	CCN(CC)CC(=O)Nc1ccccc1SCC(=O)Nc1ccsc1C(=O)OC	1	100	-3	-1	11	-1	13	0	100	3.5	99
